# Source: PubChem (Columbia University Molecular Screening Center)
# mHtt clearance: compounds clearing mutant huntingtin protein; HeLa Exon1htt(103Q)mCFP, aggregate imaging; zero = plate's median compound well; inhibition, % at 1.5 µM; actives 0.42% (n = 47,000); AID 853;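 active = inhibition of aggregate fluorescence above about 70%, also judged a hit by eye on the cell image, limit read from the data, passing the limit was not always enough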;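 also: cells exposed to compound for three days before fixation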
# mHtt clearance grain fraction: also measured in mHtt clearance; calls as there; fraction fluorescence in grains; measured here: aggregate grain fluorescence fraction; hits give low values;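 scaled fraction of total cell fluorescence in grains with unit not stated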
# * = called active by the depositor. Not all compounds are listed (hit frequency here may not be typical).
1: CS(=O)(=O)N(CC(=O)N1CCCC1)c1ccc(OCc2ccccc2)cc1
2: O=C(NCCC1=CCCCC1)c1ccc(CN2CCOCC2)cc1
3: Cc1ccc(-c2nnn(CC(=O)N3CCCc4ccccc43)n2)cc1
4: CCSc1nnc(NC(=O)c2c(-c3ccccc3Cl)noc2C)s1
5: Cc1cc(C)c(C#N)c(SCC(=O)NC2CC2)n1
6: COC(=O)c1sc2nc(-c3ccccc3)nc(N3CCN(C)CC3)c2c1C
7: O=S(=O)(Nc1ccc2c(c1)nc1n2CCN(Cc2ccccc2)C1)c1ccccc1
8: Cc1cc(C(F)(F)F)nc(NCc2ccc(F)cc2)n1

entry no.,1,2,3,4,5,6,7,8
mHtt clearance,78*,-78,-5,46,-10,-62,39,16
mHtt clearance grain fraction,4.1*,33,42,16,37,30,11,26

9: Cc1cc(C)nc(-n2nc(C)c(Sc3ccc(F)cc3)c2N)n1
10: Cc1ccccc1-n1c(SCC(=O)N2CCOCC2)nc(O)cc1=O
11: CC1=C(CC/C(C)=N/NC(N)=S)C(C)(C)CCC1
12: Cn1c(/C=N/n2cnnc2)nc2ccccc21
13: O=C1OCCC1Sc1nnc(-c2ccc(Br)cc2)o1 (stereo unspecified)
14: CC(=O)c1cc(-c2ccccc2)n(CC(=O)N2CCN(C3CCCC3)CC2)c1C
15: COc1ccccc1N1CCN(C(c2cccs2)C(C)NC(=O)c2cccs2)CC1 (stereo unspecified)
16: Cc1onc(-c2ccccc2)c1C(=O)Nc1ccc(-c2nnc3n2CCCCC3)cc1

entry no.,9,10,11,12,13,14,15,16
mHtt clearance,8,-5,-35,-8,7,-10,26,3
mHtt clearance grain fraction,17,21,24,18,15,21,14,37

17: CSc1n[nH]c(NCc2ccc(C)cc2)n1
18: O=C(Nc1cccnc1)c1ccc2snnc2c1
19: CCOc1ccc(-c2nnc(-c3cccnc3)o2)cc1OCC
20: N#Cc1cn(CC(=O)N2CCCC2)c2ccccc12
21: COc1ccc(S(=O)(=O)N(C)c2c(C)n(C)n(-c3ccccc3)c2=O)cc1OC
22: COc1ccc(C)cc1S(=O)(=O)N(C)CC(=O)N1CCCCCC1
23: COc1ccc(C(=O)N(CN2CCCC2=O)c2ccc(C)cc2)cc1
24: CN1CSC2=C(C#N)C(c3cccc(OCc4ccccc4)c3)CC(=O)N2C1 (stereo unspecified)

entry no.,17,18,19,20,21,22,23,24
mHtt clearance,-61,-14,-22,-26,24,10,21,8
mHtt clearance grain fraction,31,25,48,22,16,18,29,41

# 4 entries picked at random from the list so far:
23: COc1ccc(C(=O)N(CN2CCCC2=O)c2ccc(C)cc2)cc1
24: CN1CSC2=C(C#N)C(c3cccc(OCc4ccccc4)c3)CC(=O)N2C1 (stereo unspecified)
17: CSc1n[nH]c(NCc2ccc(C)cc2)n1
18: O=C(Nc1cccnc1)c1ccc2snnc2c1

entry no.,23,24,17,18
mHtt clearance,21,8,-61,-14
mHtt clearance grain fraction,29,41,31,25

# Full records, looked up by structure:
# N#Cc1cn(CC(=O)N2CCCC2)c2ccccc12 in the list: mHtt clearance: -26; mHtt clearance grain fraction: 22
# COc1ccc(C(=O)N(CN2CCCC2=O)c2ccc(C)cc2)cc1 in the list: mHtt clearance: 21; mHtt clearance grain fraction: 29
# COc1ccc(C)cc1S(=O)(=O)N(C)CC(=O)N1CCCCCC1 in the list: mHtt clearance: 10; mHtt clearance grain fraction: 18

# (listing goes on)
25: CCOc1ccc(NC(=O)C2CCC(C)(C(=O)O)C2(C)C)cc1 (stereo unspecified)
26: CC(=O)N1CCN=C1SCc1ccc(Br)cc1
27: OCC1(C2=NOC(O)(C(F)(F)F)C2)CCCCC1 (stereo unspecified)
28: Cc1ccc(S(=O)(=O)Nn2c(C)ccc2C)cc1
29: O=[N+]([O-])c1cc([N+](=O)[O-])c(N2CCOCC2)cc1NCc1ccccc1
30: Cc1csc(SCc2c(C(=O)O)oc3ccccc23)n1
31: O=C(NCCc1cccs1)C12CN(Cc3ccccc3)CC1C(c1cccc([N+](=O)[O-])c1)=NO2 (stereo unspecified)
32: COC(=O)c1ccc(Nc2nc(C)cc(C)n2)cc1

entry no.,25,26,27,28,29,30,31,32
mHtt clearance,23,-25,18,-9,-3,26,-22,62
mHtt clearance grain fraction,26,42,33,20,36,25,47,15

33: Cc1nnc(NC(=O)c2sc3ccccc3c2Cl)s1
34: COc1ccc(NC(=O)C2CCN(C(=O)c3cccs3)CC2)c(OC)c1
35: COC(=O)c1cccc(COC(=O)c2ccccc2NC(=O)c2ccco2)c1
36: CCOc1ccccc1NC(=O)c1cc(CC(C)C)oc1C
37: Clc1ccc2nc3ccccn3c2c1
38: COCCCNC(=O)C1CCN(c2ncccn2)CC1
39: CCC(=O)N1CCc2cc(S(=O)(=O)NC(Cc3ccccc3)C(=O)NC3CCCCC3C)ccc21 (stereo unspecified)
40: Cc1cc(C)n(S(=O)(=O)Cc2ccccc2)n1

entry no.,33,34,35,36,37,38,39,40
mHtt clearance,-53,-54,16,-13,-18,21,16,-13
mHtt clearance grain fraction,56,61,16,19,47,29,16,40

41: COC(=O)C1=C(C)N=C2SCCC(=O)N2C1c1cc(Br)ccc1OC (stereo unspecified)
42: Cn1ncc([N+](=O)[O-])c1C(=O)Nc1nc2ccccc2n1CCN1CCCCC1
43: CC1(C)CC(=O)C=C(Nc2ccc(OCC(F)(F)C(F)F)cc2)C1
44: NC1=NS(=O)(=O)NC1c1ccc(Cl)cc1 (stereo unspecified)
45: Cc1ccc(-n2nc(C)cc2NC(=O)c2ccc(C)s2)cc1
46: Cc1ccc(C(=O)OCC(=O)Nc2ccccc2)cc1NC(=O)c1ccco1
47: Cc1ccc(C)c(NC(=O)CC(NCCCN2CCOCC2)C(=O)O)c1 (stereo unspecified)
48: COCCCn1c(SCC(=O)NC2CCCC2)nnc1-c1ccco1

entry no.,41,42,43,44,45,46,47,48
mHtt clearance,-33,-21,-19,-6,-19,-2,40,-8
mHtt clearance grain fraction,42,47,46,44,24,22,10,39

49: COC(=O)c1ccccc1Nc1ccccc1
50: O=C(c1cccc(-n2cnnn2)c1)N1CC=C(c2ccccc2)CC1
51: C=CCn1c(SCC(=O)N2CCOCC2)nc(O)c(Cc2ccccc2)c1=O
52: CC(=O)Nc1ccc(-c2cc(NC(C)=O)n(-c3ccccc3)n2)cc1
53: COc1ccc(C2N=C(N)N=C(N)N2c2ccccc2OC)cc1OC (stereo unspecified)
54: O=C(COC(=O)c1ccc2c(c1)OCCO2)NCc1ccccc1
55: COC(=O)CSc1nnc(CCc2nc3ccccc3[nH]2)n1C
56: CN(C)CCN1C(=O)c2oc3ccccc3c(=O)c2C1c1ccc(F)cc1 (stereo unspecified)

entry no.,49,50,51,52,53,54,55,56
mHtt clearance,-11,-36,27,24,7,-32,-36,-46
mHtt clearance grain fraction,22,54,23,26,35,26,25,59

57: Cc1ccc(S(=O)(=O)c2nc(Nc3nccs3)sc2Cl)cc1
58: Cn1c(NC(=O)c2ccco2)c(-c2ccccc2Cl)c(=O)c2ccccc21
59: COC(=O)COC(=O)CC(CC(N)=O)c1ccccc1 (stereo unspecified)
60: CC1C(c2ccccc2)C(C#N)(C#N)C2(C#N)C(=O)NC1(N)C2C (stereo unspecified)
61: CC1CCCCC1N1CCN(C(=O)c2cccc(F)c2)CC1 (stereo unspecified)
62: COc1ccc(-c2cc(C(=O)NCCN3CCOCC3)c3ccccc3n2)c(OC)c1
63: CCCC(=O)N(CCN(C(=O)CCC)c1ccccc1)c1ccccc1
64: CCOC(=O)c1[nH]c(C)c(C(=O)Nc2ccc(C)c(Cl)c2)c1C

entry no.,57,58,59,60,61,62,63,64
mHtt clearance,-20,-5,-89,0,5,4,-21,0
mHtt clearance grain fraction,21,38,64,21,33,23,24,19

65: Cc1noc(C)c1C(=O)NCCC1=CCCCC1
66: CC1CN(c2c3c(nc4ncnn24)CCCC3)CC(C)O1 (stereo unspecified)
67: O=C(Oc1ccc2c3c(c(=O)oc2c1)CCCC3)c1ccco1
68: CCOc1cccc(=O)c2c(C)n(C)c(C)c12
69: Clc1ccc(CSc2nnc(-c3ccccn3)n2Cc2ccco2)c(Cl)c1
70: O=C(CSc1ccc2nnc(-c3cccnc3)n2n1)NCc1ccc2c(c1)OCO2
71: CS(=O)(=O)c1nc(-c2ccco2)cc(C(F)(F)F)n1
72: COc1ccc2c(C(=O)CN3CCN(c4ccccc4)CC3)c[nH]c2c1

entry no.,65,66,67,68,69,70,71,72
mHtt clearance,-37,36,-103,-59,13,0,-1,2
mHtt clearance grain fraction,28,13,42,30,35,32,41,16

# Arranged by the number under mHtt clearance (falling): 4 of the compounds above.
No.	Molecule	mHtt clearance	mHtt clearance grain fraction
38	COCCCNC(=O)C1CCN(c2ncccn2)CC1	21	29
63	CCCC(=O)N(CCN(C(=O)CCC)c1ccccc1)c1ccccc1	-21	24
55	COC(=O)CSc1nnc(CCc2nc3ccccc3[nH]2)n1C	-36	25
2	O=C(NCCC1=CCCCC1)c1ccc(CN2CCOCC2)cc1	-78	33

# Later entries.
73: O=C(O)CC1NC(=O)N(c2ccccc2)C1=O (stereo unspecified)
74: COc1ccc(C2/C(=C(/O)c3ccc4c(c3)CC(C)O4)C(=O)C(=O)N2CCN2CCOCC2)cc1 (stereo unspecified)
75: Brc1ccc(Cn2c(-c3cncs3)nc3ccccc32)cc1
76: O=C(c1ccc(CS(=O)(=O)c2ccccc2)o1)N1CCN(c2ncccn2)CC1
77: O=C(NCc1ccc2c(c1)OCO2)c1ccc(CN2CCOCC2)cc1
78: O=C(CS(=O)(=O)Cc1ccccc1)NCc1ccc2c(c1)OCO2
79: COc1ccc(C)cc1NC(=O)CN(c1ccc(F)cc1)S(C)(=O)=O
80: CN(Cc1ccccc1)C(=O)CCNC(=O)Cn1cnc2ccccc2c1=O

entry no.,73,74,75,76,77,78,79,80
mHtt clearance,-93,-15,67,11,-28,-189,-39,36
mHtt clearance grain fraction,37,42,6.1,44,25,54,50,21

81: C=CCn1c(/N=C/c2ccc3c(c2)OCO3)nc2ccccc21
82: Cc1ccc(S(=O)(=O)N[C@@H](CC(C)C)C(=O)NCc2ccco2)cc1
83: CCCCn1c(NCc2ccccn2)nc2ccccc21
84: Cc1ccc(C)c(NC(=O)C2CC(Cl)=CCC2C(=O)O)c1 (stereo unspecified)
85: O=C(CSc1nnc(CN2CCOCC2)n1-c1ccc(Cl)cc1)Nc1cc(Cl)ccc1O
86: O=C(Nc1cccnc1)C1(c2ccccc2)CCCC1
87: COc1ccc(N2CCN(C(=O)CN(c3cccc(Br)c3)S(C)(=O)=O)CC2)cc1
88: CCCc1cc(C(F)(F)F)c(C#N)c(=O)[nH]1

entry no.,81,82,83,84,85,86,87,88
mHtt clearance,-2,15,5,44,-27,40,8,1
mHtt clearance grain fraction,22,18,20,10,26,10,17,37

89: CCCc1ccc(S(=O)(=O)NCCc2ccncc2)cc1
90: COc1ccc(C(=O)Nc2ncc3c(n2)CC(c2ccco2)CC3=O)cc1 (stereo unspecified)
91: CCn1c(=O)cc(OCC(=O)N2CCN(c3cccc(C(F)(F)F)c3)CC2)c2ccccc21
92: CCCCN(CC)Cc1ccc(CNC(=O)Nc2ccc(OC)cc2OC)o1
93: COc1ccc(COC(=O)NNC(=O)c2ccc(OC)cc2)cc1
94: CCCn1c(-c2cc(OC)c(OC)c(OC)c2)nc2nc3ccccc3nc21
95: CCCS(=O)(=O)N1CCC(C(=O)NCc2ccco2)CC1
96: CCCCCNC(=O)CCn1c(=O)oc2ccccc21

entry no.,89,90,91,92,93,94,95,96
mHtt clearance,26,16,17,18,19,-46,5,-11
mHtt clearance grain fraction,14,29,31,17,15,55,20,24

97: O=C(c1cc(-c2ccc(Cl)cc2)n(-c2ccc(Cl)c(Cl)c2)n1)N1CCOCC1
98: COc1ccc(N2CCN(C(=O)COc3ccc(Cl)cc3Cl)CC2)cc1
99: Cc1cccc(CCNS(=O)(=O)c2ccc3c(c2)n(C)c(=O)c(=O)n3C)c1
100: COc1cc(C(=O)N2CCN(C(=O)COc3ccc4ccccc4c3)CC2)cc(OC)c1OC
101: O=C1OCc2cc(NC(=O)C3CCCO3)ccc21 (stereo unspecified)
102: COc1ccc(-n2c(C)cc(C(=O)COC(=O)Cn3cnc4ccccc43)c2C)cc1
103: CC(=O)Nc1cc(C(=O)N2CCCC2)ccc1S(=O)(=O)c1ccc(Cl)cc1
104: O=C(NCCSc1c[nH]c2ccccc12)C1CC1

entry no.,97,98,99,100,101,102,103,104
mHtt clearance,20,4,-22,-6,27,-10,-6,39
mHtt clearance grain fraction,31,17,55,21,15,31,17,29
